DTT redox prof = compounds producing H2O2 with reducing agent – biochemical, NIH compound library profiling, artefact control for MLSCN library redox annotation, primary screen | DTT-dependent redox cycling H2O2, phenol red/HRP absorbance; 100% = 100 µM peroxide control, 0% = buffer | activation, % at 10 µM | actives 0.03% (n = 200,000);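 active means activation of at least 50% relative to the plate's high and low controls in the primary single-dose screen; inactive means activation below 50%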;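 further: compound incubated with DTT at 0.8 mM final as the reducing agent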
TNAP inh noacc = inhibitors of human TNAP without phosphate acceptor. inhibition, % at 20 µM. actives 0.26% (n = 200,000). P05186. purified TNAP, CDP-star luminescence, 30 min;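 active means tissue-nonspecific alkaline phosphatase inhibition above about 50% at 20 µM in the single-dose screen, limit read from the data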;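 further: 0% = DMSO negative control and 100% = EDTA positive control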
Target sequence (P05186 whole entry, looked up): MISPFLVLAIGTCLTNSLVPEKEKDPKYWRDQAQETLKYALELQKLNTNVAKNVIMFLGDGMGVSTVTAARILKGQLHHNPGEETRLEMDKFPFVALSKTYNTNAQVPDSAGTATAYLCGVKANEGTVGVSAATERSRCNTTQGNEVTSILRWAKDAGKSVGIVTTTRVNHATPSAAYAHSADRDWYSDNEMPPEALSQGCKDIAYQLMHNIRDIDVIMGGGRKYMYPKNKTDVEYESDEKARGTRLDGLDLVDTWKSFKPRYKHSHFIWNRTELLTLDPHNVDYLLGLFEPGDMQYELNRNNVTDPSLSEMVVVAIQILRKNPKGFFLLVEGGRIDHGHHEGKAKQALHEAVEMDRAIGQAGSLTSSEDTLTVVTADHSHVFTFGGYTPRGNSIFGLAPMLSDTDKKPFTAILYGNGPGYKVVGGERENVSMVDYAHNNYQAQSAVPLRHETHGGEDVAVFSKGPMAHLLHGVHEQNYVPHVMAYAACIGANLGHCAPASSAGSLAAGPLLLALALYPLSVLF
TNAP inh hiacc = inhibitors of human TNAP at high phosphate acceptor concentration | P05186 | purified TNAP, CDP-star luminescence, 1 M DEA | inhibition, % at 20 µM | actives 0.03% (n = 200,000) | AID 1135;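 active means over 50% inhibition of tissue-nonspecific alkaline phosphatase at 20 µM in the single-dose screen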;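 further: plate controls were DMSO wells for no effect and EDTA-quenched wells as full inhibition for full effect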
PMI act = phosphomannose isomerase (human) activation. purified human PMI, coupled resazurin fluorescence, 20 min; active compounds read high; 1 = vehicle control, 0 substrate-free wells. P34949. actives 0.005% (n = 190,000). activation factor at 20 µM. AID 1214;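 active means activation factor of 2 or more at 20 µM, relative to plate controls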
L major viab = reduces viability of Leishmania major promastigotes. resazurin fluorescence viability. inhibition, % at 10 µM. actives 9% (n = 200,000). AID 1063; in the data active means inhibition above about 50%;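 further: promastigotes grown with compound for 44 hours at 28 °C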
PMI act hi M6P = activators of human phosphomannose isomerase at near-saturating mannose 6-phosphate; P34949; coupled PMI enzyme assay, resazurin fluorescence, 20 min; active compounds read high; 1 = untreated enzyme, 0 = substrate-free blank; activation factor at 20 µM; actives 0.34% (n = 190,000); AID 1216;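 active means activation factor of 2 or more at 20 µM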
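test system = human PMI in coupled enzyme assay | medium = HEPES-buffered pH 7.4 with magnesium and detergent | also added = 1.0 mM mannose-6-phosphate substrate with 0.22 mM NADP+ | compound = 20 µM single dose | times = 20 min incubation at room temperature | measured by = resorufin fluorescence (Ex 544/Em 590 nm) from resazurin via diaphorase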
S1P3 antagonist = antagonists of human S1P3 receptor; inhibition, % at 4.98 µM; Q99500; CHO S1P3 NFAT-BLA reporter, FRET fluorescence, antagonist mode; actives 0.27% (n = 170,000);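 active means inhibition above the plate cutoff, the mean inhibition of test wells on that plate plus 3 SD, cut at about 28% in these data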;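 further: cells challenged with S1P at its EC80 of 0.8 µM; blue over green emission ratio from cleaved BLA substrate after 4 h stimulation; 0% = S1P-stimulated wells and 100% = unstimulated DMSO-only wells; some compounds past the cut are filed as inactive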
Target sequence (Q99500 whole entry, looked up): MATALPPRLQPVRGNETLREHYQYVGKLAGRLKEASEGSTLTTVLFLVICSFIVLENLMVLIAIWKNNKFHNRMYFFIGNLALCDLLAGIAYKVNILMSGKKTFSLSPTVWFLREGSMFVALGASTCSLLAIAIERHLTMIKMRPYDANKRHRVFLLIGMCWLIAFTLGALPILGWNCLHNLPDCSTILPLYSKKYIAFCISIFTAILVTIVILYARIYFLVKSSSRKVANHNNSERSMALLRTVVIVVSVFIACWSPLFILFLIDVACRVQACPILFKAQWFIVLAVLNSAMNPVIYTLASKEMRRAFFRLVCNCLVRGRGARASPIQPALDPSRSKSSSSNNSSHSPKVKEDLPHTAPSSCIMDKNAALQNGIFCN
Hsp70 act = switches on Hsp70 transcription. HeLa Hsp70 promoter luciferase reporter, luminescence; scaled: vehicle 0, proteasome-inhibitor control 100%. activation, % at 10 µM. actives 0.04% (n = 200,000). AID 1203;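 active means activation above the mean across all tested compounds plus 3 SD, cutoff set per campaign, cut at about 5.5% in these data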;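 further: 100% = MG132 at 30 µM as the positive control and 0% = DMSO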
HMGR II inh = E. faecalis class II HMG-CoA reductase inhibition. purified E. faecalis HMGR, NADPH absorbance 340 nm kinetic. inhibition, % at 10 µM. actives 0.41% (n = 190,000). AID 1066;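 active means inhibition above a set limit, the median over all tested compounds plus 3 SD, cut at about 9.5% in these data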;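 further: enzyme runs in reverse so mevalonate oxidation gives rising NADPH absorbance; 0% = complete reaction with DMSO and 100% = background rate lacking mevalonate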
RAM inhibit = blocks the yeast RAM network; actives 1.8% (n = 190,000); S. cerevisiae dse1pr::URA3 reporter, 5-FOA growth OD615, 2 d; analog-sensitive cbk1-as2 kinase mutant strain; inhibition, % at 50 µM;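 active means inhibition above a set limit, 3 SD over mean compound inhibition, cut at about 8.4% in these data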;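 further: 0% = DMSO-only wells with no growth and 100% = 10 µM 1-NA-PP1 full growth; inhibition rescues growth on 5-FOA so higher OD means more RAM inhibition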
The depositor's hits bear a star; · = not tested or not shown. Random draw from the library; any-hit rate near 12%.

SMILES	DTT redox prof	TNAP inh noacc	TNAP inh hiacc	PMI act	L major viab	PMI act hi M6P	S1P3 antagonist	Hsp70 act	HMGR II inh	RAM inhibit
Cc1ccccc1Nc1nc(N)nc(COC(=O)CC2CC3CCC2C3)n1 (centres undefined)	0.1	-6.2	3.5	0.8	0.2	0.8	-12.0	-0.4	-1.2	0.2
CC(=O)N1CCN(c2ccccc2NC(=O)c2ccc(C#N)cc2F)CC1	-0.6	-13.4	-6.7	1.1	-3.9	1	-18.8	0.1	-0.3	-0.1
COc1ccc(N(C(=O)c2ccco2)S(=O)(=O)c2cc(Cl)c(Cl)cc2Cl)cc1	0.0	-10.3	-3.9	0.9	6.5	0.9	·	-0.1	-3.6	1.7
Cc1ccc(-n2nc(C)c(/C=N/NC(=O)c3cccnc3)c2Cl)cc1	·	0.1	-1.3	0.9	56.7*	0.8	-3.7	-0.2	-1.1	1.1
COc1ccc2c(c1)CC/C(=C\Nc1ccc3c(c1)OCO3)C2=O	-0.6	7.6	12.3	0.1	-0.2	0.2	·	0.0	-3.3	0.4
CC(=O)NCCN=Cc1sc2ccccc2c1O	-1.2	-1.5	1.5	0.9	-9.4	0.9	·	-0.5	-1.5	-0.1
COCCN(C(=O)Cc1cccs1)C(C(=O)NCc1ccc(OC)cc1)c1ccc(C)cc1 (centres undefined)	-1.9	-12.6	-5.1	1	30.6	0.9	·	-0.3	0.1	1.8
COc1cccc(C(c2nnnn2Cc2ccc(F)cc2)N2CCC(C(N)=O)CC2)c1OC (centres undefined)	1.4	-14.4	-2.3	0.9	0.2	1.1	-31.4	-0.2	2.5	1.6
COCCCn1c(SCC(=O)NCc2ccco2)nc2sc3c(c2c1=O)CCC3	0.2	-13.8	-4.5	0.9	50.6*	0.9	14.6	-0.1	-2.7	-0.6
CCN(Cc1ccncc1)C(=O)C1CCN(S(=O)(=O)c2cccs2)CC1	0.1	-0.2	-2.1	1.2	-2.9	1.1	·	-0.3	-1.0	1.5
COc1ccc(CN=C2NC(=O)CC(C(=O)Nc3ccc(Cl)cc3)S2)cc1 (centres undefined)	0.0	-21.4	-3.3	1	46.1	1	2.5	-0.3	-4.3	9.2*
CC1(C)CC(=O)C=C(NNC(=O)c2ccc(N)cc2)C1	-0.6	3.3	-2.8	0.9	-6.9	0.8	-1.9	-0.2	-2.8	0.8
COc1ccc(C(=O)n2nc(-c3ccc(Cl)cc3)nc2N)cc1OC	0.1	19.9	0.3	0.8	-2.6	0.9	0.9	0.4	-3.5	1.6
CC(=O)N1CCCc2ccccc21	0.2	-8.7	-2.5	0.9	-4.9	1	·	-0.3	-3.4	2.7
O=C1CCSc2ccc(Cl)cc2N1Cc1ccc(Cl)cc1	1.2	-10.8	-9.7	1	20.5	1	·	-0.3	5.2	1.5
Cc1ccnc2nc(C(=O)OCC(=O)Nc3ccccc3C(C)(C)C)nn12	-0.1	-2.2	0.6	1.1	-2.5	1	1.8	-0.3	-4.1	0.9
Cc1ccc(-c2csc(NC(=O)C3=NN(c4ccccc4)C(=O)CC3)n2)cc1	-0.3	-9.0	2.1	0.9	1.2	1	-5.1	-0.2	2.9	4.4
Cc1ccc2nc(NC(=O)c3ccc(Cn4cc(Cl)cn4)o3)sc2c1	0.4	-6.1	-4.5	0.9	0.0	0.9	2.9	-0.3	-1.2	2.9
CCOC(=O)NC(=O)/C(C=Nc1ccc(Cl)cc1)=C(\C)O	-0.2	-13.6	-3.9	1	2.3	1.1	-4.3	-0.6	-8.1	1.0
Cc1n[nH]c(C)c1S(=O)(=O)N(CC(=O)N1CCc2ccccc21)c1ccc(C(C)C)cc1	2.2	-14.9	-7.6	1	6.2	0.9	10.3	-0.2	-6.2	-0.8
COCON1C(=O)CN(C(C)=O)C1c1ccc(Cl)cc1Cl (centres undefined)	0.4	-11.1	-0.7	1	-2.9	1	-19.7	-0.2	-9.3	0.7
CC(C)(C)n1nnnc1C(c1ccccc1F)N1CCN(C2CCCC2)CC1 (centres undefined)	-2.2	-8.2	-1.0	1	-4.0	1.1	-6.2	0.4	-4.5	0.9
O=C(Nc1nc2ccccc2n1CCOc1ccccc1)c1ccco1	-3.5	3.8	-10.4	1.2	62.0*	1.2	-4.8	-0.1	2.2	3.6
CN(Cc1cnn(C)c1)C(=O)c1cc2ccccc2oc1=O	2.6	-9.9	-4.7	0.9	-5.5	0.9	-5.4	0.1	1.1	0.3
CCN(CC)C(=O)CSc1nc2c(sc(=S)n2CC)c(=O)n1-c1ccccc1	0.1	-11.6	-3.6	1.1	59.5*	1.1	·	-0.4	0.4	2.2
c1ccc(-c2nccc(-c3ccc(-n4cnc5ccccc54)cc3)n2)nc1	0.8	1.0	-5.7	1.1	100.6*	1.2	·	-0.4	2.9	-0.5
CC(=O)C1=C(O)C(=O)N(c2nccs2)C1c1ccc(F)cc1 (centres undefined)	0.6	-11.8	-6.0	1.3	-1.6	1.4	-9.1	-0.5	-4.6	0.7
CCOC(=O)c1cc(C)n(Cc2ccc(OCC)c(OC)c2)c1C	0.1	-1.0	-2.7	0.9	6.4	0.9	·	-0.3	-3.6	-0.8
COc1ccc(C(=O)NCc2ccc(Cl)c(Cl)c2)cc1OC	-0.6	-4.4	-2.8	1	0.3	1	-8.0	-0.3	0.3	0.9
OC(CNc1ccccc1)COc1ccc(OCC(O)CNc2ccccc2)cc1 (centres undefined)	-2.8	-6.9	-5.8	0.8	65.9*	0.8	·	-0.2	-4.4	2.5
COc1cc2[nH]c(=O)n(CCCCCC(=O)N3CCN(c4ccccn4)CC3)c(=O)c2cc1OC	0.6	-15.5	-8.3	1.1	0.3	1.1	·	-0.2	-7.3	-0.1
CN(Cc1ccccc1)C(=O)CCCn1c(=O)[nH]c2cc(Cl)ccc2c1=O	0.1	-16.6	-2.5	0.9	2.0	0.9	-30.4	0.0	-2.8	4.8
NC(=O)CSc1nnc(-c2ccoc2)o1	-0.2	-19.1	-8.3	1.1	-0.6	0.9	-15.8	-0.1	-2.0	2.4
COc1ccc(C2C(C(C)=O)=C(O)C(=O)N2CCc2c[nH]c3ccccc23)cc1 (centres undefined)	-0.4	-5.5	-2.0	1	-4.3	1	-1.3	-0.4	-0.8	3.4
O=C(/C=C/c1ccco1)Nc1nc(-c2ccccn2)cs1	-1.9	-66.3	-1.2	0.8	99.8*	0.7	-5.8	0.2	-2.9	0.6
CC(=O)/C(=N\Nc1cccc(Cl)c1)Sc1nnc(-c2ccccc2)n1-c1ccccc1	-0.2	-1.7	2.4	1	11.7	1.1	-6.4	-0.4	-5.7	5.1
O=C(NC1CCCC1)C1CCCN1C(=O)Oc1ccccc1 (centres undefined)	-1.3	-10.0	2.3	1	-5.3	1	5.1	-0.3	-2.7	-0.2
Cc1nc2ccccc2nc1OCC(=O)Nc1ccc(F)cc1	-0.2	-9.4	-6.2	1	-0.1	1	-3.8	-0.3	0.1	1.8
CN1CCN(C(=S)c2cn(Cc3ccccc3)c3ccccc23)CC1	-1.5	-11.8	-4.1	0.9	22.3	0.9	7.8	-0.3	-6.7	-1.0
N#C/C(=C\c1ccc(N2CCOCC2)o1)C(=O)NCC1CCCO1 (centres undefined)	-0.7	27.2	27.8	1	-3.7	0.9	3.6	-0.2	-4.5	2.2
COC(=O)c1c(NC(=O)C2Cc3ccccc3C(=O)O2)sc2c1CCCC2 (centres undefined)	0.1	-9.2	-4.6	1	-1.1	1	-5.2	-0.2	0.7	4.9
CC(=O)c1c(C)[nH]c(C(=O)CSc2nnc(-c3ccco3)n2Cc2ccccc2)c1C	-0.8	-14.2	-9.7	1.2	28.6	1.1	6.4	-0.3	-3.9	2.6
O=C(COC(=O)c1cccs1)Nc1ccc(S(=O)(=O)N2CCOCC2)cc1	0.2	-5.7	-5.9	1	-4.2	1.1	2.0	0.1	0.7	1.3
Cn1c(SCC(=O)NCc2ccccc2)nnc1C1CC1	1.6	-9.4	-3.3	1	-6.2	1	-14.1	-0.2	-0.7	-0.5
COc1ccc(C(=O)Cc2ccc(OC)c(OC)c2)c(OC)c1	0.9	-9.8	-2.3	1	-1.5	1	·	-0.3	-1.4	1.9
CCCn1c(-c2ccccc2)nc2c(=O)n(C)c(=O)[nH]c21	0.4	-0.8	1.1	0.9	-4.0	0.9	7.5	0.2	-1.8	1.2
COc1cc(NC(=O)CSCC(=O)Nc2cccc(C(F)(F)F)c2)c(Cl)cc1Cl	3.0	-7.9	-5.8	0.9	4.6	1	·	0.0	-9.8	4.4
CCOc1ccc(-n2c(Cc3cc(=O)[nH]c(=O)[nH]3)nnc2SCC(=O)Nc2nnc(C)s2)cc1	-0.8	-18.3	-7.6	1.2	-7.2	1.1	-11.1	-0.2	1.1	2.5
CCn1c(CN2CCN(CCO)CC2)nc2ccccc21	-0.3	-5.5	-1.1	1	4.6	1	-10.2	-0.1	-0.4	-0.5
CN(C)N1C(N)=C(C#N)C(c2cccs2)C2=C1CC(C)(C)CC2=O (centres undefined)	-0.8	-10.7	1.2	0.8	8.5	0.6	-26.7	-0.3	-10.2	2.6
CC[n+]1c(C=C2C=C(C)OC(C)=C2)sc2ccccc21	0.2	27.3	29.5	0.9	100.2*	0.9	0.8	0.4	-4.1	-0.1
CC(=O)Nc1ccc(NC(=O)CCC(=O)NCCO)cc1	2.5	-6.0	-2.2	1	-3.7	1	11.9	0.2	-3.1	1.3
N#C/C=C(/N)N1CCN(c2ccc(Cl)c(Cl)c2)CC1	1.8	-7.7	-1.7	0.8	70.2*	0.8	·	-0.1	3.8	-1.0
CCn1c(SCC(=O)c2ccc(Cl)cc2)nnc1C(C)C	2.3	-11.9	-2.7	1.1	1.1	1.1	-17.9	0.4	-3.7	1.4
O=C(c1nc2ccccn2c1CNCCCn1nnc2ccccc21)N1CCOCC1	-0.9	-6.5	-3.7	0.9	0.6	0.9	-6.5	-0.4	-3.6	3.6
COc1ccc(C(=O)OCC(=O)Nc2ccc([N+](=O)[O-])cc2OC)c(O)c1	0.4	-4.9	-2.8	1.6	9.1	1.9	-28.4	-0.2	1.3	0.8
O=C(Nn1c(Cc2ccccc2)nc2ccccc2c1=O)c1c(O)c2cccc3c2n(c1=O)CCC3	-0.6	0.2	1.8	1	22.7	1.1	-4.7	0.1	-5.5	3.3
CC1(C)CC(=O)C2=C(C1)N(c1ncn[nH]1)C(N)=C(C#N)C2c1ccccc1 (centres undefined)	-0.3	8.1	1.0	0.9	-3.7	1	-6.5	-0.3	-0.1	2.7
CC(C)[C@H](NC(N)=O)C(=O)Nc1ccc2c(c1)CCC2	1.4	-13.9	-5.2	0.9	3.2	1	·	-0.2	1.3	-0.5
COc1cc(C(c2nnnn2C(C)(C)C)N2CCN(c3nc4ccccc4s3)CC2)ccc1O (centres undefined)	-0.9	-5.4	-7.5	0.7	9.7	0.7	-3.4	0.2	-0.5	1.9
C/C(Cl)=C/Cn1c(SCCN2CCOCC2)nc2c1c(=O)[nH]c(=O)n2C	1.4	-2.5	2.9	1	7.7	1	-37.0	0.2	-2.4	-1.2

Source: PubChem
